RXFP1 agonist: activates the human relaxin receptor RXFP1 | AID 2676 | Potency, µM (highest dose often 57.5 µM), for the others: top-dose activation, hits mostly activators | HEK293T-RXFP1 cAMP TR-FRET, 30 min; response scale: percent of porcine relaxin response, buffer zero | Q9HBX9 | 0.3% of 370,000 active; also: potency is read from the fitted curve at half-maximal effect; % is scaled to controls: 0 for no effect and ±100 for the full control effect; nearly all actives have a fitted effect of over 60% in size; many of its hits are not listed in these tables
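HEK293 cells stably expressing RXFP1, treated 30 min at 37C with compounds plus PDE4 inhibitor Ro 20174; cAMP measured by HTRF TR-FRET. Normalized to buffer and 29 nM porcine relaxin; EC50 by Hill fit.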
LDHA block: blocks human lactate dehydrogenase A | 0.15% of 480,000 active | activity change, % (values are at about 110 or 230 µM) | purified LDHA, NADH/diaphorase-resazurin fluorescence; stronger effect = lower value | P00338; in the data active = activity change below about -30%; inconclusive = mostly about -25% to -30%;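 also: plate controls were DMSO wells for no effect and wells without enzyme for full effect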
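Enzyme activity of human lactate dehydrogenase 5 (2 nM; 0.06 mM NADH, 0.2 mM pyruvate, 5 min, RT) is measured via a resazurin/diaphorase fluorescence readout of residual NADH.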
mIDH1 inhibitor: blocks human mutant IDH1 R132H enzyme. Potency, µM (doses to about 76.6 µM), without a hit: at the highest dose activity change, negative = inhibition, hits mostly inhibitors. 0.093% of 390,000 active. IDH1-R132H enzyme, NADPH consumption, diaphorase/resazurin fluorescence. AID 602179; also: potency is read from the fitted curve at half-maximal effect; % is scaled to controls: 0 for no effect and ±100 for the full control effect; nearly all actives have a fitted effect of over 65% in size
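IDH1-R132H (0.5 ug/mL dispensed) in pH 7.5 Tris buffer was preincubated 30 min with compound, then given a substrate mix of 0.016 mM NADPH and 2 mM alpha-KG for 80 min at room temperature; remaining NADPH was read by diaphorase/resazurin fluorescence.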
Glioma ERSR ind: ER stress response induction in glioma | U87-MG GRP78 promoter luciferase reporter, 16 h | Potency, µM, for the others: top-dose activation, actives largely listed as activators | AID 602332 | 0.02% of 420,000 active; also: potency is read from the fitted curve at half-maximal effect; series mostly up to about 76 µM; % of control where 0% means no effect; nearly all actives have a fitted effect of over 35% in size
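Stably transfected U87-MG glioma cells carrying a GRP78-based luciferase sensor; 16 h compound incubation. Luminescence end-point read 10 min after Bright-Glo addition at room temperature.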
USP1 inh: USP1/UAF1 (human) deubiquitinase inhibition | O94782 | recombinant USP1/UAF1, Ub-Rhodamine cleavage fluorescence | Potency, µM (top dose mostly 57.1 µM), for inactives: at the top dose activity change, negative = inhibition, actives largely listed as inhibitors | 0.23% of 390,000 active | AID 743255; also: potency is read from the fitted curve at half-maximal effect; % is scaled to controls: 0 for no effect and ±100 for the full control effect; nearly all actives have a fitted effect of over 60% in size; inactives centre near -12
Target sequence (O94782 whole entry, looked up): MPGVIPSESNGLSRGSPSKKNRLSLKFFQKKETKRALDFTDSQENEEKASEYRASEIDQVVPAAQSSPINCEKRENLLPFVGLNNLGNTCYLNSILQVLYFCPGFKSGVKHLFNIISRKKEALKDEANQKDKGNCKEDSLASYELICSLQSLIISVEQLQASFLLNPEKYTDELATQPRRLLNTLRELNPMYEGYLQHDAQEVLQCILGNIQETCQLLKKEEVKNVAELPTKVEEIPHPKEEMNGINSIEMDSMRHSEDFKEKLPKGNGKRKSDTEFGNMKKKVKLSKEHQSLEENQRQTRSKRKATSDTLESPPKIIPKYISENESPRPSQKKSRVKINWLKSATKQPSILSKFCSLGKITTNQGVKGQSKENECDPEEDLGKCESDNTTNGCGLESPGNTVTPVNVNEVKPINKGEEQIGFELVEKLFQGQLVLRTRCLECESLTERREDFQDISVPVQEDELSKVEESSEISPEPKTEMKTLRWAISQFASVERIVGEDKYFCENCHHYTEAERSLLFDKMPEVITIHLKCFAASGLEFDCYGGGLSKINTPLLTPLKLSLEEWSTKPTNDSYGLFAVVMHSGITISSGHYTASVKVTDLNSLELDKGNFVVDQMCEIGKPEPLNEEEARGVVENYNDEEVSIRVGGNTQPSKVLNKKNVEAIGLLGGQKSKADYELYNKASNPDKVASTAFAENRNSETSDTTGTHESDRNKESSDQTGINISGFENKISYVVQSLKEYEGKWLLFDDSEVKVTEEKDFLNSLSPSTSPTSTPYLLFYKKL
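High-throughput fluorogenic screen: 1nM USP1/UAF1 complex, Ub-Rho substrate 150nM final, 50mM HEPES pH 7.8 with 0.5mM EDTA, 0.1 mg/ml BSA, 1mM TCEP and 0.01% Tween-20.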
Vif-APOBEC3F blk: blocks the Vif interaction with APOBEC3F; HeLa A3F-eYFP + Vif (tagged APOBEC3F with the HIV-1 protein that degrades it), YFP fluorescence increase; Potency, µM (highest dose often 46.1 µM), without a hit: at the highest dose activity, negative = active; 0.2% of 390,000 active; also: potency is read from the fitted curve at half-maximal effect; % of control where 0% means no effect; nearly all actives have a fitted effect of over 65% in size
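HeLa cells stably expressing Vif plus C-terminally eYFP-tagged A3F were seeded, incubated overnight at 37 deg C, dosed with compound, incubated overnight again at 37 deg C. Yellow fluorescence (Ex 488/Em 500-530) reported blocked Vif-mediated A3F-eYFP degradation.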
PI4K2A block: PI4K2A (human) kinase inhibition; AID 1346378; 0.13% of 420,000 active; activity change, negative = inhibition, % at 76.9 µM; purified PI4K2A, ADP-Glo luminescence, 1 h; stronger effect = lower value; Q9BTU6; in the data active = activity change below about -50%; inconclusive = mostly about -30% to -49%;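 also: -100% = wells without enzyme as full effect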
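Compounds are screened against recombinant PI4K2A using PI as substrate and ATP, the latter dispensed at 300 microM. Reactions run one hour at ambient temperature before ADP-Glo detection; full inhibition defined by wells lacking enzyme.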
TrxR1 substrate: rat thioredoxin reductase 1 substrate activity; O89049; AID 588456; purified TrxR1 substrate turnover, NADPH consumption readout; Potency, µM (series often up to 114 µM), without a hit: at the top dose activity change, negative = substrate turnover; 0.01% of 390,000 active; also: potency is read from the fitted curve at half-maximal effect; % is scaled to controls: 0 for no effect and ±100 for the full control effect; nearly all actives have a fitted effect of over 50% in size
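Rat TrxR1, dispensed at 90 nM, was prereduced with 400 uM NADPH (final) for 5 min at ~22 deg C, then incubated with compound 15 min before 400 uM selenite. A first-read NADPH fluorescence drop versus no-compound background flagged substrates.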
Vif-APOBEC3G blk: Vif-A3G binding inhibition; Q9HC16; HeLa A3G-eYFP + Vif (tagged APOBEC3G with the HIV-1 protein that degrades it), YFP fluorescence, overnight; Potency, µM (top dose mostly 46.1 µM), for inactives: at the top dose activity, negative = active, actives largely listed as inhibitors; 0.076% of 410,000 active;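 also: potency is read from the fitted curve at half-maximal effect; % is scaled to controls: 0 for no effect and ±100 for the full control effect; nearly all actives have a fitted effect of over 60% in size; hits raise eYFP signal because A3G escapes Vif-driven loss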
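HeLa cells stably expressing Vif and C-terminally eYFP-tagged A3G, seeded overnight at 37 deg C, then exposed to compound by pintool overnight at 37 deg C. Rise in yellow fluorescence (Ex 488/Em 500-530, Acumen) marks blocked Vif-driven A3G degradation.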
* marks the source's active call; other numbers are inactive results; ? = inconclusive; / = no result given; & = joins results of further samples; [ ] = another dose, or the depositor's remark. Unless noted, calls follow the shape of the dose curve; as a rule, active = well fitted curve in the direction sought with a large enough effect; inconclusive = small, poorly fitted or top-dose-only effect, or another doubt; inactive = no such curve, though single readings can be large; an effect the other way counts as inactive or inconclusive.

SMILES	RXFP1 agonist	LDHA block	mIDH1 inhibitor	Glioma ERSR ind	USP1 inh	Vif-APOBEC3F blk	PI4K2A block	TrxR1 substrate	Vif-APOBEC3G blk
Cn1c(-c2c(N)n(CCCc3ccccc3)c3nc4ccccc4nc23)nc2ccccc21	14%	-7	0%	-3%	?	?	-2	-6%	-25%
CCn1c(-c2cc(Br)ccc2O)n[nH]c1=S	/	1	3%	-2%	-3%	-1%	-7	-4%	-2%
COc1ccc(CCNC(=O)C2CC(=O)N(C3CCCCC3)C2)cc1OC (stereo not drawn)	2.9%	-1	12%	-6%	-25%	3%	-1	-1%	-1%
Cc1nc(Cl)c(C(=O)NCc2ccccc2)c(C)c1Cl	1.0%	-4	9%	-3%	-3%	10%	0	6%[57.1 µM]	0%
CC(C)OCCCn1c(=O)c2ccccc2n2c(CCC(=O)O)nnc12	19%	-3	16%	-4%	3%	18%	1	8%[57.1 µM]	0%
COc1ccccc1CCNC(=O)c1cc(-c2ccncc2)nc2ccc(Br)cc12	11%	-1	-9%	2%	?	0%	1	-2%	0%
CN(C)CCCN(Cc1ccc2c(c1)OCO2)C(=O)NC1CCCCC1	1.8%	1	2%	-1%	2%	2%	3	6%[57.1 µM]	0%
C=CC(C)(C)c1c2occc2c(O)c2ccc(=O)oc12	/	3	13%	2%	-16%	1%	0	-5%	-4%
CCOCc1c(C(=O)OCC(=O)/C(C#N)=C(\C)N)oc2ccccc12	1.2%	-5	8%	-3%	-4%	-9%	1	2%[57.1 µM]	-6%
O=[N+]([O-])c1cccc(-c2ccc(CN3CCN(c4ccccc4)CC3)o2)c1	0.1%	-2	2%	-3%	-13%	4%	-4	-5%[57.1 µM]	2%
CCCn1nnc(NC(=O)c2ccccc2Cl)n1	0.5%	-7	2%	1%	?	-6%	-3	11%	-4%
Cc1cc(C)cc(NC(=S)N2CCC(N(C)CC3CCCO3)CC2)c1 (stereo not drawn)	0.8%	-4	1%	-2%	-13%	14%	-16	7%	2%

Some of the entries above, set out differently:
| mol | RXFP1 agonist | LDHA block | mIDH1 inhibitor | Glioma ERSR ind | USP1 inh | Vif-APOBEC3F blk | PI4K2A block | TrxR1 substrate | Vif-APOBEC3G blk |
| --- | --- | --- | --- | --- | --- | --- | --- | --- | --- |
| CCCn1nnc(NC(=O)c2ccccc2Cl)n1 | 0.5% | -7 | 2% | 1% | ? | -6% | -3 | 11% | -4% |
| Cc1cc(C)cc(NC(=S)N2CCC(N(C)CC3CCCO3)CC2)c1 (stereo not drawn) | 0.8% | -4 | 1% | -2% | -13% | 14% | -16 | 7% | 2% |

The list goes on:
SMILES	RXFP1 agonist	LDHA block	mIDH1 inhibitor	Glioma ERSR ind	USP1 inh	Vif-APOBEC3F blk	PI4K2A block	TrxR1 substrate	Vif-APOBEC3G blk
CCCCN(C)C(=O)CCC(=O)Nc1ccc2nc(N3CCN(C)CC3)cc(C)c2c1	4.0%	-8	-2%	1%	-9%	3%	0	51%[activator]	1%
CCOc1ccc(C(=O)N2CCN=C2SC)cc1OCC	0.4%	-4	-4%	-1%	-10%	-1%	6	2%	1%
C#CCN(C[C@H]1[C@H](OC(=O)NCc2ccccc2)[C@H](OC(=O)NCc2ccccc2)C[C@@H](C(=O)OC)[C@H]1C(=O)OC)S(=O)(=O)c1ccc(C)cc1	/	1	14%	1%	-16%	1%	3	/	0%
Cc1ccc(NC(=O)C2(c3ccccc3)CCOCC2)cc1	0.1%	-9	-3%	1%	-7%	7%	-6	1%[57.1 µM]	-3%
O=C(NNc1ccc([N+](=O)[O-])cc1[N+](=O)[O-])c1ccco1	-6.2%	0	0%	-1%	-23%	2%	-21	-15%	2%
CC(C)(C)NC1=NCCNC(c2ccccc2)=C1	/	-5	-7%	-1%	-14%	0%	-2	/	3%
CCOC(=O)C1C(=O)CC(C)(O)C(C(=O)OCC)C1c1ccc2c(c1)OCO2 (stereo not drawn)	/	-7	2%	-8%	-4%	3%	-7	-2%	1%
Cc1oc2ncnc(N3CCOCC3)c2c1C(=O)NCc1ccc(Cl)cc1	0.5%	-1	9%	0%	8%	-2%	1	1%	5%
CCOC(=O)C1C(C(=O)OC)=C(c2ccc(OC)cc2)c2ccc(OC)cc2N1S(=O)(=O)C(F)(F)F (stereo not drawn)	/	1	-1%	-3%&-4%	-11%	6%	0	1%	-1%
O=C(NCc1ccccn1)c1cccc(NS(=O)(=O)c2cccc(F)c2)c1	4.0%	-8	12%	-6%	-4%	0%	2	6%[57.1 µM]	0%
O=C(COC(=O)/C=C/c1ccc2c(c1)OCO2)NC1CCS(=O)(=O)C1 (stereo not drawn)	-2.0%	-6	10%	-5%	-19%	-7%	4	15%	1%
O=C(c1nsnc1-c1ccccc1O)N1CCCCC1	0.0%	-6	-1%	-4%	-8%	-1%	0	9%[57.1 µM]	0%

Five compounds drawn at random from the list so far, as already listed:
SMILES	RXFP1 agonist	LDHA block	mIDH1 inhibitor	Glioma ERSR ind	USP1 inh	Vif-APOBEC3F blk	PI4K2A block	TrxR1 substrate	Vif-APOBEC3G blk
O=C(COC(=O)/C=C/c1ccc2c(c1)OCO2)NC1CCS(=O)(=O)C1 (stereo not drawn)	-2.0%	-6	10%	-5%	-19%	-7%	4	15%	1%
CCn1c(-c2cc(Br)ccc2O)n[nH]c1=S	/	1	3%	-2%	-3%	-1%	-7	-4%	-2%
C#CCN(C[C@H]1[C@H](OC(=O)NCc2ccccc2)[C@H](OC(=O)NCc2ccccc2)C[C@@H](C(=O)OC)[C@H]1C(=O)OC)S(=O)(=O)c1ccc(C)cc1	/	1	14%	1%	-16%	1%	3	/	0%
CCOC(=O)C1C(C(=O)OC)=C(c2ccc(OC)cc2)c2ccc(OC)cc2N1S(=O)(=O)C(F)(F)F (stereo not drawn)	/	1	-1%	-3%&-4%	-11%	6%	0	1%	-1%
Cc1ccc(NC(=O)C2(c3ccccc3)CCOCC2)cc1	0.1%	-9	-3%	1%	-7%	7%	-6	1%[57.1 µM]	-3%

Other compounds follow.
SMILES	RXFP1 agonist	LDHA block	mIDH1 inhibitor	Glioma ERSR ind	USP1 inh	Vif-APOBEC3F blk	PI4K2A block	TrxR1 substrate	Vif-APOBEC3G blk
Cc1c(NS(=O)(=O)c2cc(C(=O)NCCN(C)C)ccc2Cl)c(=O)n(-c2ccccc2)n1C	2.6%	-8	-8%	-7%	-14%	-2%	0	-11%	-6%
COc1ccc2c(=O)c(C(=O)NCCc3ccc(OC)c(OC)c3)c[nH]c2c1	0.4%	2	5%	-3%	-1%	-6%	-3	-3%	-1%
CCN(CC)CCCNC(=S)N(CCCO)Cc1cc2cc3c(cc2[nH]c1=O)OCO3	1.1%	-2	5%	-3%	-4%	-1%	0	39%[activator]	-1%
COc1ccccc1NC(=O)Cn1c2ccc(F)cc2c2nc3n(c(=O)c21)CCS3	15%	-8	0%	2%	-25%	6%	-2	4%[57.1 µM]	-8%
Cc1nc(CSc2nnc(Nc3cccc(C)c3C)s2)cs1	2.7%	-3	5%	-1%	-12%	1%	-5	0%	-1%
CCOC(=O)C1=C(C)N(CC(C)C)C(=O)/C1=C\c1ccc(OCC(=O)Nc2ccccc2)cc1	-0.3%	-1	-2%	-3%	-29%	-1%	6	-6%	-2%
CCOC(=O)c1c(C)[nH]c(C(=O)COC(=O)CNC(=O)c2ccccc2Cl)c1C	-0.1%	0	6%	0%	-6%	7%	0	2%[57.1 µM]	-2%
Cc1cc(C(=O)NNC(=O)c2nn(C)c(=O)c3ccccc23)c(C)o1	7.4%	0	2%	0%	-26%	-7%	-7	2%	2%
CN1CCc2c(sc3c2c(=O)n(-c2ccc(Cl)cc2)c2nncn32)C1	0.8%	1	0%	0%	-15%	-13%	-1	-3%	2%
CCCc1ccc(C(=O)O/N=C(\N)c2ccccn2)cc1	-1.3%	-12	-4%	-14%	-15%	-23%	-85*	-1%	-9%
Clc1ccc(C2CC(c3cccs3)n3ncnc3N2)cc1Cl (stereo not drawn)	0.7%	-2	6%	0%	-1%	-12%	-1	6%[57.1 µM]	-17%
CCOc1ccc(N2CC(C(=O)NCCN3C(=O)S/C(=C\c4ccc(OC)cc4)C3=O)CC2=O)cc1 (stereo not drawn)	2.9%	-3	6%	-4%	-12%	9%	1	-7%	0%
COc1ccccc1NC(=O)N1CCCC1C(=O)NCc1ccccc1F (stereo not drawn)	3.8%	1	4%	-3%	-10%	2%	5	-4%	-1%
COc1ccc(N2C(=O)C(Cl)=C(Nc3ccccc3OC)C2=O)cc1	2.5%	0	1%	3%	-20%	4%	-1	-6%	1%
Cc1cc(-c2nc3c4c5c(sc4[nH]c(=O)n3n2)CCC5)c(C)o1	-0.1%	-3	2%	-7%	-17%	11%	-6	7%	0%
Cc1cc(C(=O)CSc2nc3ccccc3o2)c(C)n1CC1CCCO1 (stereo not drawn)	0.1%	-2	5%	-6%	1%	1%	-4	-8%	-5%
CC(C)(C)n1nc(Cc2cccc3ccccc23)c2c(N)ncnc21	/	0	/	-2%	/	-2%	-1	-7%	-1%
Cc1cc(C)c(S(=O)(=O)NCc2ccccn2)cc1C	0.8%	-5	4%	-2%	1%	-4%	3	-3%[11.4 µM]	5%
Cc1ccc(S(=O)(=O)N(C)c2ccc(OCC(=O)OCc3c(C)noc3C)cc2)cc1	0.7%	-13	1%	-1%	-2%	-2%	-4	-12%	2%

An excerpt; the hit share may differ from the screen's.
